# Yeast tox: Compounds toxic to wild-type S. cerevisiae growth | growth inhibition, % at 25 µM (by protocol) | AID 685 | hit rate 0.3% among 30,000 | A595 turbidity, 16 h;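 active = mutant and wild-type yeast strains alike exhibit over 30% growth inhibition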;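 also: 0% = untreated cell controls and 100% = YPD media blanks without cells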
#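 System: S. cerevisiae wild-type or eIF2Bepsilon-R284H mutant strain; times: 16 h growth with compound, 30 °C; signal: absorbance at 595 nm (turbidity); measure: growth inhibition (%) versus cell controls and blanks; compound: 25 µM single dose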
# eIF2B yeast act: modulators of yeast eIF2B activity. S. cerevisiae eIF2B-epsilon R284H, GCN4-lacZ luminescence. inhibition, % at 25 µM (by protocol). hit rate 0.91% among 27,000;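 active = mutant luminescence inhibited past about 50% while wild type luminescence and mutant growth stay under set limits, limit read from the data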; also: some compounds called inactive have numbers as strong as hits
#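 Assay system: yeast eIF2B-epsilon R284H mutant carrying GCN4–beta-galactosidase fusion / Buffer or medium: YPD / Incubation: 16 h growth with compound at 30 °C, 90 min Beta-Glo step / Detection: Beta-Glo luminescence after Z-buffer lysis, growth by 595 nm absorbance / Read-out: % inhibition of reporter signal and growth versus controls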
# Yeast tox inhibition %: recorded beside Yeast tox, whose call it bears; growth inhibition, %; S. cerevisiae eIF2Bepsilon-R284H mutant growth, A595 turbidity, 16 h;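 each compound tested once at 25 µM; 0% equals untreated cells and 100% equals cell-free medium blanks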
# eIF2B yeast act mutant toxicity: also measured in eIF2B yeast act; calls as there; growth inhibition, %; measured here: mutant yeast growth, toxicity;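 each compound tested once at 25 µM; zero equals untreated control growth and 100 equals blank medium absorbance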
# An asterisk follows results filed as active; x = no result given.
SMILES,Yeast tox,Yeast tox inhibition %,eIF2B yeast act,eIF2B yeast act mutant toxicity
Cc1ccc(Cn2c(=O)n(Cc3ccco3)c(=O)c3ccccc32)cc1,7.2,-18.5,21.7,-18.5
O=C1CCCC2=C1C(c1ccccc1)CC(=O)N2c1ccccc1 (stereo not drawn),20.2,13.0,23.4,13.0
OCCn1c(CSc2nc3ccccc3n2CCO)nc2ccccc21,9.1,11.5,-3.2,11.5
CCCCCOC(=O)Cn1c(N2CCCCCC2)nc2c1c(=O)[nH]c(=O)n2C,x,x,13.7,x
COc1cc(NC(=O)C2CCCO2)c(OC)cc1Cl (stereo not drawn),19.4,-9.7,x,x
O=C(CCCC(=O)N1CCN(c2ccccc2F)CC1)N1CCN(c2ccccc2F)CC1,7.2,7.4,-12.8,7.4
Cc1ccc(NC2=NCC(=O)N2C2CCCC2)c(C)c1,x,x,-15.3,x
CC1CCN(C(=O)CN(c2ccc3c(c2)OCO3)S(C)(=O)=O)CC1,-9.3,-20.0,-23.3,-20.0
O=C1COc2ccc(C(=O)COC(=O)Cn3cnc4ccccc43)cc2N1,6.2,8.1,x,x
Cc1coc(NC(=O)CSc2nc(-c3ccc(Cl)cc3)cc(C(F)(F)F)c2C#N)n1,-3.3,2.7,-0.5,2.7
O=C(NCCCN1CCOCC1)c1ccccc1,22.0,6.5,9.1,6.5
Cc1ccc(NC2=C(Cl)C(=O)OC2OC(=O)c2ccco2)cc1 (stereo not drawn),21.5,20.6,27.1,20.6
Cc1ccc(-c2nnn(CC(=O)N(Cc3ccco3)C(C(=O)NC3CCCC3)c3cccs3)n2)o1 (stereo not drawn),3.8,-33.3,29.2,-33.3
CCN(CC)C(=O)CSc1nnc(-c2ccccc2)o1,28.4,16.1,18.3,16.1
Cc1cc(C)c2nc(C(F)(F)F)c(C#N)c(N)c2c1,11.7,10.3,x,x
COc1cc2c3c(c1)c(C1=NC(=S)NC1=O)c(O)n3C(C)(C)C=C2C,3.1,5.9,16.8,5.9
Cc1cc(NC(=O)CN2CCN(S(=O)(=O)c3ccc4ccccc4c3)CC2)no1,-9.7,-30.9,-3.4,-30.9
CCCC1S/C(=N/N=C/c2ccc(OC)cc2)N(Cc2ccccc2)C1=O (stereo not drawn),7.6,4.4,x,x
Cc1c(C(=O)N2CCCC2)sc(NC(=O)c2ccc(Cl)cc2)c1C#N,7.5,13.8,71.4*,x
COc1cc(OC)cc(C(=O)Nc2ccc3c(c2)COC3=O)c1,15.9,-23.3,x,x
CCOc1ccccc1C(=O)NCCCN1CCN(CCCNC(=O)c2ccccc2OCC)CC1,-8.7,9.5,6.7,9.5
O=C(c1ccco1)N1CCN(C(=O)C2CCN(S(=O)(=O)c3cnc[nH]3)CC2)CC1,13.2,3.5,18.4,3.5
Cc1cc(C)n2nc(C(=O)OCCOc3ccc(Br)cc3)nc2n1,12.6,35.5,-10.3,35.5
COc1ccc(S(=O)(=O)N2CCC[C@H]2C(=O)NC2=NCCS2)cc1,-1.8,-15.0,-1.1,-15.0

# Profiles from above:
# Cc1ccc(NC2=NCC(=O)N2C2CCCC2)c(C)c1 across the screens: Yeast tox = x; Yeast tox inhibition % = x; eIF2B yeast act = -15.3; eIF2B yeast act mutant toxicity = x
# Cc1cc(C)n2nc(C(=O)OCCOc3ccc(Br)cc3)nc2n1 across the screens: Yeast tox = 12.6; Yeast tox inhibition % = 35.5; eIF2B yeast act = -10.3; eIF2B yeast act mutant toxicity = 35.5
# O=C1CCCC2=C1C(c1ccccc1)CC(=O)N2c1ccccc1 (stereo not drawn) across the screens: Yeast tox = 20.2; Yeast tox inhibition % = 13.0; eIF2B yeast act = 23.4; eIF2B yeast act mutant toxicity = 13.0

# Later entries
SMILES,Yeast tox,Yeast tox inhibition %,eIF2B yeast act,eIF2B yeast act mutant toxicity
CSCCC(NC(=O)c1ccc(C)o1)C(=O)O (stereo not drawn),-0.3,-27.6,-41.6,-27.6
CC(C)Cn1nc(NS(=O)(=O)c2ccccc2)c2cc3ccccc3nc21,-21.4,-6.9,10.9,-6.9
CCCNS(=O)(=O)c1ccc(OCC(=O)NCCCOC)cc1,0.9,-30.4,19.3,-30.4
COC(=O)CSc1nnc(C)c(=O)[nH]1,1.0,-4.5,12.9,-4.5
Cn1c(NCc2cccnc2)nc2c1c(=O)n(Cc1ccccc1F)c(=O)n2C,x,x,-15.4,x
O=C(Cc1ccsc1)NCC(c1ccco1)N1CCCCC1 (stereo not drawn),10.3,-4.5,12.1,-4.5
COc1ccc(CNC(=O)c2noc3c2CCCC3)cc1,1.1,-16.7,5.3,-16.7
O=C(Nc1ccccn1)c1ccc(COc2ccccc2Cl)o1,16.7,-2.2,27.0,-2.2
Cc1nn(-c2ccc(F)cc2)c(Cl)c1/C=C(\CC(=O)O)c1nc2ccccc2s1,7.6,-11.1,-17.4,-11.1
CC[n+]1cc(-c2ccccc2)nc(N2CCOCC2)n1,29.4,10.3,28.6,10.3
CCc1nn(CC(=O)N2CCN(Cc3ccc4c(c3)OCO4)CC2)c(=O)c2cc3occc3n12,0.2,-12.5,36.0,-12.5
COc1cc(C2C(C#N)=C(N)N(c3cccnc3)C3=C2C(=O)CC(C)(C)C3)ccc1O (stereo not drawn),16.9,14.7,19.8,14.7
Brc1ccc(CSc2nnc(Cc3c[nH]c4ccccc34)o2)cc1,-2.1,-3.3,-0.1,-3.3
Cc1ccc(-c2noc(CCC(=O)N(C)c3ccccc3C)n2)cc1,-10.3,11.4,21.3,11.4
CCCn1nnnc1SCC(=O)N1CCCc2ccccc21,-5.3,-45.5,-2.8,-45.5
CNC(=O)Nc1cccc(NC(=O)NC)n1,-2.9,6.7,9.9,6.7
OCCN1CCN(C(=S)c2ccc(Cl)c(Cl)c2)CC1,-2.4,0.0,-87.0,x
CC(C)(C)c1nc2scc(-c3ccc(Cl)cc3)c2c(=O)o1,19.6,7.7,21.0,7.7
COc1ccc(OC)c(NC(=O)CCN2CCN(Cc3ccccc3)CC2)c1,x,x,13.4,x
O=C(CSc1n[nH]c(-c2cccs2)n1)N1CCCc2ccccc21,8.9,10.9,x,x
CC(C)C(C(=O)C=[N+]=[N-])N1C(=O)c2ccccc2C1=O (stereo not drawn),6.6,-9.1,18.6,-9.1
Cc1cc(NC(=O)c2ccc(Br)c(S(=O)(=O)N3CCCC3)c2)no1,-0.8,-4.2,22.9,-4.2
COc1cccc(OCCCCN2CC(C)OC(C)C2)c1 (stereo not drawn),26.4,15.8,x,x
CCCCNC(=O)C1CCN(S(=O)(=O)c2cnc[nH]2)CC1,19.1,17.2,21.5,17.2

# The last two compounds of the part before are carried over, then new ones follow.
SMILES,Yeast tox,Yeast tox inhibition %,eIF2B yeast act,eIF2B yeast act mutant toxicity
COc1cccc(OCCCCN2CC(C)OC(C)C2)c1 (stereo not drawn),26.4,15.8,x,x
CCCCNC(=O)C1CCN(S(=O)(=O)c2cnc[nH]2)CC1,19.1,17.2,21.5,17.2
CC1Cc2ccccc2N1C(=O)CSc1nnc(CSc2ncccn2)n1C (stereo not drawn),-8.7,0.0,-4.0,x
CCOc1ccc2cc(C#N)c(SCC(=O)NC(C)CC)nc2c1 (stereo not drawn),7.5,24.0,-1.5,24.0
CCCCCn1c(=O)[nH]c2cc(C(=O)N3CCN(Cc4ccc5c(c4)OCO5)CC3)ccc2c1=O,-30.7,-13.5,18.0,-13.5
CS(=O)(=O)N(CC(=O)NC1CC1)c1cccc(F)c1,-5.3,-9.7,15.1,-9.7
O=C(O)Cn1nnc(-c2cccs2)n1,22.9,-3.3,-10.8,-3.3
O=c1c2ccccc2[nH]c(=S)n1CCCN1CCN(C2CCCCC2)CC1,-3.4,27.6,-9.6,27.6
COc1ccc(C(C)(C)C)cc1NC(=O)COC(=O)c1cnc(C)cn1,2.7,18.5,x,x
COc1cc(OC)cc(-c2nc3nc(C)c(CCC(=O)NCc4ccco4)c(C)n3n2)c1,-2.1,36.8,2.3,36.8
CCCCc1cc(=O)oc2c(CN3CCCC3)c(O)c(Cl)cc12,-7.6,4.5,11.9,4.5
Cn1c(=O)n(Cc2ccc(F)cc2)c(=O)c2c1nc1n2CCCN1C1CCCCC1,5.9,-10.5,7.4,-10.5
CC(C)C(NC(=O)C1CCC(C(C)(C)C)CC1)C(=O)NCc1cccnc1 (stereo not drawn),3.7,5.4,28.9,5.4
CCOC(=O)N1CCN(C(=O)C(NC(=O)C2CCC(C)CC2)C(C)C)CC1 (stereo not drawn),-16.2,-4.8,0.5,-4.8
O=S(=O)(c1ccc(Cl)cc1)N1CCN(Cc2c[nH]c3ccccc23)CC1,15.4,16.1,22.0,16.1
CC(C)CCN1C(=O)CCC1(C)C(=O)NC1CCCCCCC1 (stereo not drawn),4.8,5.6,x,x
O=C(CS(=O)(=O)Cc1ccccc1)N1CCN(C(=O)c2ccco2)CC1,0.0,10.0,x,x
Cc1ccc(-c2nc3ccccn3c2NC(=O)c2ccco2)cc1,x,x,-3.5,x
CC(C)=C1SC(N2CCN(Cc3ccccc3)CC2)=NC1=O,-4.6,0.0,25.5,x
Cc1ccc(-n2nc(C)c3c2OC(N)=C(C#N)C3c2ccc(C)o2)cc1 (stereo not drawn),x,x,4.5,x
Cc1cc(NS(=O)(=O)Cc2ccccc2)cc(C)c1OCC(=O)N1CCOCC1,-6.5,-3.0,30.9,-3.0
Cn1c2c(c(=O)n(C)c1=O)CN(CCc1ccccc1)CN2,3.9,4.5,19.3,4.5
O=C(CCC1COc2ccccc2O1)Nc1ccccn1 (stereo not drawn),12.8,-9.1,-15.0,-9.1
COc1cc(Cl)c(C)cc1NC(=O)CSc1nnc(-c2cccnc2)n1Cc1ccco1,-7.3,0.0,25.6,x
COc1ccc(CCN2C(=O)c3cccnc3C2=O)cc1OC,12.8,6.9,4.8,6.9
Brc1ccc(-c2nc3ncccn3c2Nc2ccc3c(c2)OCCO3)o1,13.4,7.0,x,x

# Some of these compounds in order of molar mass, descending:
SMILES,Yeast tox,Yeast tox inhibition %,eIF2B yeast act,eIF2B yeast act mutant toxicity
Brc1ccc(-c2nc3ncccn3c2Nc2ccc3c(c2)OCCO3)o1,13.4,7.0,x,x
Cc1ccc(-c2nc3ccccn3c2NC(=O)c2ccco2)cc1,x,x,-3.5,x
COc1ccc(CCN2C(=O)c3cccnc3C2=O)cc1OC,12.8,6.9,4.8,6.9

# (next part)
SMILES,Yeast tox,Yeast tox inhibition %,eIF2B yeast act,eIF2B yeast act mutant toxicity
COC(=O)[C@H](C)NC(=O)Nc1ccccc1F,6.9,-16.7,6.7,-16.7
CCOC(=O)c1c(NC(=O)CN2CCOCC2)sc2c1CCCC2=O,-5.6,-4.5,21.1,-4.5
CC1(C)CC(=O)c2cc(OCC(=O)NCCN3CCOCC3)ccc2O1,-4.2,10.8,16.8,10.8
CN(C)S(=O)(=O)c1ccc(C(=O)N2CCN=C2SCc2cccnc2)cc1,42.8,-10.7,13.8,-10.7
Cn1c(=O)cc(OCC(=O)N2CCCc3ccccc32)c2ccccc21,29.4,4.8,21.2,4.8
O=C(COC(=O)c1ccccc1)NCC1CCCO1 (stereo not drawn),4.4,21.4,25.3,21.4
CC(OC(=O)c1nsc(Cl)c1Cl)C(=O)NCc1cccs1 (stereo not drawn),9.5,9.3,24.1,9.3
CCN(CC)CCCN1C(=O)C(=O)/C(=C(/O)c2c(C)nc3ccccn23)C1c1ccc(C)o1 (stereo not drawn),-10.0,3.5,7.7,3.5
Cc1ccc(CSc2ncnc3c2cnn3Cc2ccccc2)cc1,-23.8,10.0,-60.5,10.0
CCCc1nc2ccccc2c(C(=O)OC2CCOC2=O)c1CC (stereo not drawn),-38.6,-18.8,14.0,-18.8
CC(=O)c1cccc(NC(=O)CCS(=O)(=O)c2cccc3nsnc23)c1,12.7,13.8,x,x
Cn1c(=O)c2c(nc(N3CCOCC3)n2CCCNC2=NCCCCC2)n(C)c1=O,8.2,3.1,12.5,3.1
CN1CCN(S(=O)(=O)c2ccc3c(c2)OCCO3)CC1,5.9,5.1,x,x
CCOc1ncccc1C(=O)N(C)CC1COc2ccccc2O1 (stereo not drawn),-9.6,7.7,19.2,7.7
COc1ccc(OC)c(C(=O)CSc2nnc(-c3cccs3)n2C)c1,2.9,-10.0,23.9,-10.0
COCCSc1ccccc1C(=O)Nc1ccc2c(c1)OCCO2,19.3,17.8,x,x
CSCCC(NC(=O)COc1ccccc1)C(=O)N1CCN(c2ccccc2F)CC1 (stereo not drawn),12.3,5.9,34.4,5.9
COc1ccc(Cn2c3nc4ccccc4nc3c3c(=O)n(Cc4ccco4)cnc32)cc1,17.5,32.8,24.8,32.8
CC1=C(C#N)C(Nc2cccc(C)n2)(C(F)(F)F)C(=O)N1 (stereo not drawn),x,x,-12.9,x
CC(C)(C)NC(=O)C1CCN(S(=O)(=O)c2ccc(Br)cc2)CC1,-2.2,7.4,x,x
O=c1oc2cc(Br)ccc2n1CSC1=NCCS1,6.6,0.0,29.5,x

# Only part of the results is shown; rates above refer to the full screens.
